mIAP block: mouse IAP inhibition; purified mouse IAP, CDP-Star luminescence, 30 min; inhibition, % at 10 µM; 330,000 compounds, 0.2% hits;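 active means inhibition of at least 40% at 10 µM in the primary screen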;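 further: plate controls were DMSO with enzyme for no effect and no enzyme wells for full effect; values of inactives mirror those of a sister screen read the other way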
MIN6 prolif: induces beta-cell replication in MIN6 cells; AID 2380; MIN6 cells proliferation, ATPlite luminescence, 48 h; cells starved in 0.2% serum; 100% = growth in 10% serum; proliferation, % at 10 µM; 330,000 compounds, 0.29% hits;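 active means compounds whose signal lies at least 3.5 SD above the mean of all wells on their plate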;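 further: 0% = DMSO-treated cells in low-serum medium and 100% = 10% serum control; some compounds called inactive have numbers as strong as hits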
hIAP inh: human IAP inhibition; inhibition, % at 10 µM; 330,000 compounds, 0.12% hits; purified IAP, CDP-Star luminescence, 30 min; P09923; AID 2544;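 active means inhibition reaching a set limit with compound at 10 µM in the primary screen, cut at about 35% in these data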;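 further: plate controls were DMSO wells with enzyme for no effect and no-enzyme buffer wells for full effect; values of inactives mirror those of a sister screen read the other way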
Target sequence (P09923 whole entry, looked up): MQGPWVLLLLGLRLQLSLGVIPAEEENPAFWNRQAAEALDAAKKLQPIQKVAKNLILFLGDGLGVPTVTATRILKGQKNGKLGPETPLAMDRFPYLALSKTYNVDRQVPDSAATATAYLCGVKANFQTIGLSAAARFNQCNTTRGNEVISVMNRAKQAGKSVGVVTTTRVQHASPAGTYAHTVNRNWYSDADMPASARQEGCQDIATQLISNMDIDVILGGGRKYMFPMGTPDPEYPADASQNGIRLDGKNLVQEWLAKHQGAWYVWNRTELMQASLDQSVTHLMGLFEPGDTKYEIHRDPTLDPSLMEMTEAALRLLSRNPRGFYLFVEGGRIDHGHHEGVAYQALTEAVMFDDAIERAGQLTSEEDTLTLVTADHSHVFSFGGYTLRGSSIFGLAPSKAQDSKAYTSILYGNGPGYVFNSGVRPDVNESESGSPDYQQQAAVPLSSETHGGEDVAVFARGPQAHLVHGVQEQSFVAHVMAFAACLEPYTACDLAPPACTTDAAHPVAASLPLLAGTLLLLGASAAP
MPTP block: blocks calcium-induced mitochondrial swelling; isolated mouse mitochondria, Ca2+ swelling absorbance, 30 min; 360,000 compounds, 1.4% hits; inhibition, % at 10 µM;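 active means inhibition of 50% or more, scaled per plate between neutral and stimulator controls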;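 further: 0% = DMSO wells given calcium and 100% = 1 mM EGTA wells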
A3G deaminase: inhibitors of human APOBEC3G DNA deaminase; Q9HC16; recombinant A3G, ssDNA deamination FAM/TAMRA fluorescence; inhibition, % at 20 µM; 330,000 compounds, 0.28% hits; AID 493012;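 active means inhibition of at least 40% at 20 µM, with no more than 30% in the related APOBEC3A deaminase screen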;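 further: plate controls were DMSO wells with A3G for no effect and wells lacking A3G enzyme for full effect; some compounds called inactive have numbers as strong as hits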
mIAP activ: mouse IAP activation | muIAP, CDP-Star luminescence, 30 min; active compounds read high; 1 = vehicle-only enzyme signal, 0 = enzyme-free wells | activation factor at 10 µM | 330,000 compounds, 0.24% hits;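 active means activation factor of at least 2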; further: the source names both 10 and 20 µM as test concentration; values of inactives mirror those of a sister screen read the other way
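Assay system: mouse IAP enzyme; reagent: chemiluminescent substrate CDP-Star; dosing: test compounds delivered from DMSO solution; schedule: 30 min at room temperature; measured by: luminescence from enzymatic CDP-Star hydrolysis; controls: DMSO-only wells and no-enzyme negative control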
APOBEC3A inh: human APOBEC3A DNA deaminase inhibition. P31941. recombinant A3A, FAM/TAMRA ssDNA deamination fluorescence. inhibition, % at 20 µM. 330,000 compounds, 0.41% hits. AID 493011;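 active means at least 40% inhibition at 20 µM here, with at most 30% in a related deaminase screen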;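 further: plate controls were A3A with DMSO for no effect and wells lacking A3A enzyme for full effect; some results filed as inactive read as strong as hits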
Target sequence (P31941 whole entry, looked up): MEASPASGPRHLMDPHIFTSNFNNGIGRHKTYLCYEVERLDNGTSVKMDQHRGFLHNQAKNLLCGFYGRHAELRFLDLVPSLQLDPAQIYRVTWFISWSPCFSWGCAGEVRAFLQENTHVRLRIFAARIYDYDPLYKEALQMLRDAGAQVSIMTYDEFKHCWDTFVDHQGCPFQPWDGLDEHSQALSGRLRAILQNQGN
hIAP act: increases human intestinal alkaline phosphatase activity. purified human IAP, CDP-Star luminescence, 30 min; active compounds read high; 1 = vehicle-only enzyme, 0 = enzyme-free background. activation factor at 10 µM. 330,000 compounds, 0.16% hits;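 active means activation factor of the enzyme at least 2-fold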; further: the source names both 10 and 20 µM as test concentration; values of inactives mirror those of a sister screen read the other way
NR3A LBD binder: modulators (binders) of human NR3A ligand-binding domain; Tm shift relative to glycine control, % at 25 µM; 340,000 compounds, 2.5% hits; NR3A LBD differential scanning fluorimetry, Tm shift; 0% = protein alone, 100% = glycine-bound protein;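 active means melting temperature shift of at least 10% of the positive control shift, at one fixed dose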
* = called active by the depositor; / = no result given.

SMILES	mIAP block	MIN6 prolif	hIAP inh	MPTP block	A3G deaminase	mIAP activ	APOBEC3A inh	hIAP act	NR3A LBD binder
Nc1nnc(SCC(=O)Nc2ccccc2N2CCOCC2)s1	-2	1	0	-0.1	-4	1	0	1	0
O=c1nc(NCc2ccco2)sc2ncccc12	-2	-4	-14	-1.2	2	1	2	1.1	2
O=C(CSc1nnc(Cc2cc(=O)[nH]c(=O)[nH]2)n1-c1ccc(Cl)cc1)NCC1CCCO1 (centres undefined)	3	0	14	-1.1	-2	0.97	-2	0.86	1
CC1(C)CC(=O)C(C(=O)c2ccccc2)C(=O)C1Cl (centres undefined)	4	0	-50	-1.9	-7	0.95	-2	1.5	2
CCOC(=O)N1CCN(C(=O)c2cc3cc(Cl)ccc3[nH]2)CC1	-2	0	6	0.9	-4	1	1	0.94	1
Cc1cc(C)nc(Sc2ccc3nnnn3n2)n1	-4	-4	-11	0.4	-4	1	-4	1.1	5
O=C(c1cn(-c2ccccc2)nc1-c1cccc([N+](=O)[O-])c1)N1CCCCC1	-4	-2	1	-1.0	-8	1	1	0.99	2
O=C(Nc1ccc(NC(=O)c2ccco2)cc1)c1cnccn1	0	0	-11	-0.2	-6	1	-12	1.1	-8
O=C(O)c1cc(N/N=C/c2ccc(N3CCOCC3)s2)ccc1Cl	10	0	15	2.9	13	0.9	24	0.85	0
CCCCn1cc(C(=O)c2cc(Br)ccc2O)cc(C#N)c1=O	10	-2	1	6.2	18	0.9	3	0.99	-2
NS(=O)(=O)c1ccc(NC(=O)CSc2nnc(C3CC3)n2C2CC2)cc1	3	0	11	-0.1	-6	0.97	-3	0.89	3
c1ccc(CN=C2Nc3ccccc3CS2)nc1	-5	-1	4	-1.2	-8	1	-2	0.96	-3
CC(C)NC(=O)NC(=O)CN1C(=O)NC(Cc2c[nH]c3ccccc23)C1=O (centres undefined)	-3	-1	-1	0.8	-5	1	-2	1	-2
COc1cccc(-n2c(=O)n(Cc3ccccc3)c(=O)c3[nH]cnc32)c1	0	1	-7	2.7	0	1	4	1.1	1
CCOC(=O)c1c(NC(=S)N2CCN(C)CC2)sc(C)c1-c1ccccc1	12	-7	-16	1.1	-10	0.88	-4	1.2	7
COc1ccc(CNC(=S)Nc2ccc(F)c(Cl)c2)cc1OC	-157	-1	-53	6.0	1	2.6*	-5	1.5	-5
COc1ccc(Cc2n[nH]c(=S)n2NC(=O)Nc2ccc(Cl)c(Cl)c2)cc1	-10	-6	-79	92*	0	1.1	-2	1.8	15*
Cc1ccc2c(CN3CCN(S(=O)(=O)/C=C/c4ccccc4)CC3)cc(=O)oc2c1	10	-1	14	1.5	-8	0.9	-2	0.86	1
CS(=O)(=O)Nc1cccc(C2=NN(C(=O)c3ccccc3Cl)C(c3ccccc3O)C2)c1 (centres undefined)	7	-1	-3	0.7	-1	0.93	4	1	-10
CC1CC1C(=O)Nc1nc(-c2cccs2)c(-c2cccs2)s1 (centres undefined)	0	-5	-2	2.2	0	1	12	1	-6
CC(=O)Nc1ccc(NC(=O)C(C)OC(=O)/C=C/c2cn(-c3ccccc3)nc2-c2cccnc2)cc1 (centres undefined)	3	-2	-1	0.2	-8	0.97	4	1	-8
CCCC(=O)NC(c1cccs1)c1cc(Cl)c2cccnc2c1O (centres undefined)	-3	-7	-19	2.2	1	1	0	1.2	-5
O=C(NC1CCS(=O)(=O)C1)c1ccc(S(=O)(=O)NCC2CCCO2)cc1 (centres undefined)	11	0	2	-4.0	-3	0.89	0	0.98	-2
CCOc1ccccc1C(=O)NC(CO)C(=O)O (centres undefined)	7	2	6	-0.3	-6	0.93	-4	0.94	-1
O=C(CC(NS(=O)(=O)c1ccc(Cl)cc1)c1ccco1)N1CCc2ccccc21 (centres undefined)	-4	-1	-17	1.9	-2	1	-1	1.2	-32
CC(=O)c1ccc(N2CCN(C(=O)C3CCCN(S(=O)(=O)c4cnc[nH]4)C3)CC2)cc1 (centres undefined)	-3	-3	-5	0.8	-7	1	-1	1	-2
CCCC[C@H](CN[C@@H](CNC)[C@H](C)CC)NCCC12CCC(CC1)C2	4	-8	-10	100*	7	0.96	1	1.1	5
CCOC(=O)Cc1csc(NC(=O)Cc2ccc(Cl)cc2)n1	-10	-1	-7	6.2	-2	1.1	5	1.1	1
COC(=O)c1ccccc1NC(=O)CSc1n[nH]c(-c2ccco2)n1	-6	-2	-4	1.1	-12	1.1	-1	1	-1
COc1ccc(/C=N/Nc2nc(C(=O)O)cs2)cc1	4	-3	-16	-0.1	-9	0.96	-4	1.2	0
CNC(=O)c1cccc2cccc(Sc3ccccc3C(=O)O)c12	1	-1	-8	1.2	14	0.99	4	1.1	0
c1ccc(C2CCC(N3CCN(c4ccccc4)CC3)CC2)cc1 (centres undefined)	-1	-3	-14	0.7	3	1	-1	1.1	2
O=C(CN1C(=O)COc2ccccc21)NCc1ccccn1	-2	0	20	-1.7	2	1	8	0.8	0
CCN1C(=O)c2cccc3c(S(=O)(=O)N(C(C)=O)c4ccc(OC(C)=O)cc4)ccc1c23	-5	-6	6	1.8	-2	1.1	2	0.94	4
Cc1ccc(CC2CC(=O)N(c3nc4ccccc4n3C)C2=O)cc1 (centres undefined)	-2	-1	-2	-0.6	1	1	2	1	1
CC1CN(S(=O)(=O)c2ccc(F)cc2)C(C)N1C(=O)N1CCOCC1 (centres undefined)	5	0	14	0.4	-12	0.95	-5	0.86	1
COCCCNC(=O)c1ccc(C2SCC(=O)N2Cc2ccco2)cc1 (centres undefined)	2	-2	-33	-0.3	-4	0.98	-6	1.3	-1
CCCc1cc(-c2ccc(O)c(OCC)c2)c(C#N)c(N)n1	-8	2	-6	-0.2	-1	1.1	1	1.1	-1
Cc1onc(-c2ccccc2)c1C(=O)N1CCN(Cc2ccc3c(c2)OCO3)CC1	-2	-2	0	4.9	-4	1	-4	1	0
Cc1ccc(S(=O)(=O)N2CCCCC2)cc1C(=O)NC1CCCCC1	-3	0	3	0.5	-1	1	2	0.97	5
CCN(CC)S(=O)(=O)c1ccc(N2CCCC2)c(C(=O)Nc2ccc(OC)c(Cl)c2)c1	-61	-1	-6	2.3	-4	1.6	-1	1.1	-6
O=C(NNc1ncnc2c1cnn2-c1ccccc1)c1cccs1	4	6	-72	-1.6	-9	0.96	-4	1.7	-4
CCOc1ccc2[nH]cc(C(=O)NCCCN3CCOCC3)c(=O)c2c1	-8	-2	-4	0.3	-15	1.1	-6	1	-2
CC(C)c1nc2sc3c(NCc4ccco4)ncnc3c2c2c1COC(C)(C)C2	4	-2	8	2.2	-7	0.96	-2	0.92	/
CC(C)(C)c1ccc(C2CC2C(=O)N/N=C\c2cc3ccccc3nc2Cl)cc1 (centres undefined)	1	-5	-2	20	-8	0.99	-5	1	0
CCCCn1c(SCc2nnc(-c3ccccc3)o2)nc2c1c(=O)n(C)c(=O)n2C	-1	-4	7	11	-1	1	0	0.93	1
CC(=O)Nc1cccc(C(=O)Oc2cccc(C)c2)c1O	-4	-2	-11	-2.3	2	1	1	1.1	-1
CCOC(=O)CN1C2=NCCCN2c2ccccc21	-1	0	-7	-1.0	-6	1	-2	1.1	-2
CC1=C(C(=O)Nc2ccc(CC(=O)NCc3ccccc3C)cc2)SCCO1	4	-5	-2	1.2	-4	0.96	-8	1	2
Cc1nc2ccccc2n1CC(=O)NCCN1CCOCC1	-2	-3	-15	1.3	-7	1	-1	1.1	4
COc1c(C(O)CC(C)C)ccc2c1C(=O)OCc1cc(C)cc(O)c1O2 (centres undefined)	12	2	9	1.3	-5	0.88	-3	0.91	-3
FC(F)(F)c1cccc(NC(=S)NC2CCCC2)c1	-161	0	-7	100*	2	2.6*	2	1.1	-2
CC(=O)c1c(C)[nH]c(C(=O)OCC(=O)Nc2ccc(Cl)c(S(=O)(=O)N(C)C)c2)c1C	-2	-3	2	40	-5	1	1	0.98	-5
CC1CCC2(CC1)NC(=O)N(CC(=O)Nc1sc3c(c1C(N)=O)CCC3)C2=O (centres undefined)	30	-3	7	3.0	33	0.69	56	0.93	-4
CCCOc1ccc(C(=O)NC(=S)NNC(=O)c2c(-c3ccccc3)noc2C)cc1	-3	-3	4	69*	5	1	-2	0.96	0
FC(F)(F)c1ccc(Cl)c(-n2c(-c3cc(-c4ccco4)[nH]n3)n[nH]c2=S)c1	33	1	-6	3.9	7	0.67	3	1.1	2
CCOC(=O)N1CCC(NC(=O)c2cccs2)CC1	2	-2	5	-1.5	-1	0.98	0	0.95	-1
NS(=O)(=O)c1ccc(N2N=C(c3ccccc3)CC2c2ccccc2)cc1 (centres undefined)	-105	-6	-37	0.9	-9	2.1*	-5	1.4	1
COc1ccc(C(=O)Nc2ccc3ccccc3c2)cc1	-10	-5	0	0.7	17	1.1	0	1	21*
Cc1ccc(NC(=O)C(C)Sc2nc(-c3ccccc3)cc(=O)[nH]2)cc1 (centres undefined)	6	-2	-8	0.4	-8	0.94	-1	1.1	-2

Next part
SMILES	mIAP block	MIN6 prolif	hIAP inh	MPTP block	A3G deaminase	mIAP activ	APOBEC3A inh	hIAP act	NR3A LBD binder
O=C(COc1ccc(Cl)cc1Cl)N1CCNC1=O	-3	3	12	0.1	-10	1	0	0.88	-2
Cc1ccccc1NC(=O)Cc1nc(COC(=O)c2cccnc2Cl)cs1	-12	0	7	0.3	1	1.1	-2	0.93	1
CCN1CCN(c2ncc3c(n2)CC(c2ccc(OC)c(OC)c2)CC3=O)CC1 (centres undefined)	2	-3	4	2.1	-5	0.98	-2	0.96	-3
NNc1nc(Nc2ccc([N+](=O)[O-])cc2)nc(N2CCCCCC2)n1	7	-1	-41	1.4	-6	0.93	-4	1.4	0
CC(C)NC(=O)Cn1nc(C(F)(F)F)c2c1CCC2	0	-4	20	-6.2	-1	1	0	0.8	0
CCCN(c1nc(C)cc(OC)n1)S(=O)(=O)c1ccccc1	-1	2	20	0.7	-8	1	-4	0.8	-3
CC(C)c1ccc(NC(=O)C2C3C=CC4(O3)C2C(=O)N(CCCN2CCOCC2)C4C(=O)NC2CCCCC2)cc1 (centres undefined)	0	0	6	-0.8	-4	0.99	4	0.94	0
Oc1ccc(N=Nc2ccc3c(c2)OCCO3)c(O)c1	27	-4	20	10	12	0.73	-4	0.8	-2
OCc1cccc[n+]1Cc1ccccc1	-2	-1	-4	1.2	1	1	2	1	0
O=C(CNC(=O)c1cccc(F)c1)NC1CC1	5	2	-15	1.0	-2	0.95	-2	1.2	0
Cc1ccc(C)c(NC(=O)COC(=O)c2c(C)nn(-c3ccccc3)c2C)c1	5	4	21	0.0	-7	0.95	-4	0.79	0

As entered above.
Value of `O=C(COc1ccc(Cl)cc1Cl)N1CCNC1=O` under hIAP act: 0.88
Value of `NNc1nc(Nc2ccc([N+](=O)[O-])cc2)nc(N2CCCCCC2)n1` under APOBEC3A inh: -4
Value of `CCCN(c1nc(C)cc(OC)n1)S(=O)(=O)c1ccccc1` under hIAP act: 0.8

A stretch from the list above:
SMILES	mIAP block	MIN6 prolif	hIAP inh	MPTP block	A3G deaminase	mIAP activ	APOBEC3A inh	hIAP act	NR3A LBD binder
OCc1cccc[n+]1Cc1ccccc1	-2	-1	-4	1.2	1	1	2	1	0
O=C(CNC(=O)c1cccc(F)c1)NC1CC1	5	2	-15	1.0	-2	0.95	-2	1.2	0
Cc1ccc(C)c(NC(=O)COC(=O)c2c(C)nn(-c3ccccc3)c2C)c1	5	4	21	0.0	-7	0.95	-4	0.79	0
